# High-throughput results (PubChem)
# Pin1 inhibitor: human Pin1 inhibition; AID 504891; 390,000 tested, 0.009% active; Potency, µM (top dose mostly 115 µM), for the others: at the top dose activity, negative = inhibition, actives largely listed as inhibitors; Q13526; Pin1 FP peptide displacement, HiFluor488, 10 min; active means well fitted inhibition curve with a large enough effect in the polarisation, with a control signal flat, not every such curve was filed as active; inconclusive means small, poorly fitted or top-dose-only effect, or effect the other way, or a change in a side signal; inactive means no such curve, though single readings can be large or run the other way; the % refers to the polarisation; further: on the % scale 0 is the no-effect control and ±100 the full control effect
# GLS inh: blocks human kidney-isoform glutaminase activity; 410,000 tested, 0.21% active; Potency, µM (highest dose often 45.5 µM), for the others: top-dose activity change, negative = inhibition, actives largely listed as inhibitors; AID 624170; O94925; GLS enzymatic activity, qHTS titration; further: on the % scale 0 is the no-effect control and ±100 the full control effect
#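 hKGA; 45 mM KH2PO4 pH 8.2 + 0.02% Tween-20; cpd via pin tool; 1 mM Gln soln; GluOx/HRP/Amplex Red; RT 30 min; fluor. t0 & final.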
# RGS4 inhibitor: inhibitors of human regulator of G protein signaling 4 | P49798 | Transcreener GDP fluorescence polarization, RGS4-accelerated GTP hydrolysis | Potency, µM (top dose mostly 114 µM), inactives show at the highest dose activity change, negative = inhibition, hits mostly inhibitors | 390,000 tested, 0.039% active; further: on the % scale 0 is the no-effect control and ±100 the full control effect; nearly all actives have a fitted effect of over 75% in size; some results filed as inactive show a strong effect at the top dose
#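 MLSMR compounds (23 nl, pin-transferred) preincubated 10 min at room temperature with a 500nM (2x) first reagent, then RGS4 at 900nM (2x) plus Transcreener GDP mix added; fluorescence polarization (620/688 nm) read before and after 90 min at 30 °C.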
# rTrxR1 inhibitor: blocks rat thioredoxin reductase 1 | O89049 | recombinant rTrxR1, NADPH fluorescence consumption, selenite substrate | Potency, µM (series often up to 114 µM), inactives show at the highest dose activity change, negative = inhibition, actives largely listed as inhibitors | 390,000 tested, 1% active | AID 588453; further: on the % scale 0 is the no-effect control and ±100 the full control effect; nearly all actives have a fitted effect of over 65% in size
#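 Rat TrxR1 (90 nM in the dispensed reagent) was pre-reduced with 400 uM NADPH for 5 min at room temperature, then incubated with compound for 15 min. After 400 uM selenite was added, NADPH fluorescence (Ex 340/Em 450 nm) was followed for 8 min.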
# HP1b binding inh: HP1-beta chromodomain-methylated histone interaction inhibition. Potency, µM (highest dose often 114 µM), inactives show at the top dose activity change, negative = inhibition, usual class: inhibitors. 390,000 tested, 0.56% active. AID 540317. AlphaScreen HP1-beta / biotin-H3K9me3 peptide binding. P83916; further: nearly all actives have a fitted effect of over 70% in size; inactives centre near 23
#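 AlphaScreen: HP1-beta (50 nM) preformed 30 min with biotin-H3(1-18)K9me3 peptide (50 nM) in PBS pH 7.4, 0.01% Tween-20. Compound added for 30 min at RT, then streptavidin donor/nickel chelate acceptor beads (10 ug/mL) for 30 min.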
# 12-LOX inh: inhibitors of human 12S-lipoxygenase ALOX12. purified 12hLO, xylenol orange hydroperoxide absorbance. 580,000 tested, 1.1% active. P18054. Potency, µM (series often up to 108 µM), for the others: top-dose activity change, negative = inhibition, actives largely listed as inhibitors. AID 1671190; further: on the % scale 0 is the no-effect control and ±100 the full control effect
#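 Purified human 12hLO (150 nM final) in 25 mM Hepes, 0.01% Triton X-100, pH 7.0 was preincubated 15 min at room temperature with compound. Then 40 uM arachidonic acid was added, 30 min. Hydroperoxide was read by Fe-XO absorbance ratio 573/405 nm.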
# Tb PGK inh: inhibitors of T. brucei phosphoglycerate kinase; P07378; 380,000 tested, 0.043% active; PGK/GAPDH coupled, Kinase-Glo luminescence, 60 min; Potency, µM (doses to about 57.5 µM), for inactives: top-dose activity change, negative = inhibition, hits mostly inhibitors; further: on the % scale 0 is the no-effect control and ±100 the full control effect; nearly all actives have a fitted effect of over 60% in size
#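 Luminescent ATP detection (Kinase-Glo Plus) follows a 60-minute room-temperature incubation, with wells lacking PGK as controls. Buffer: 100 mM TEA (pH 7.6), 5 mM MgCl2, 0.01% Tween-20. Coupling enzyme GAPDH (100 nM final) supplies unstable 1,3-BPG in-well.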
# JMJD2A Tudor: blocks the human JMJD2A Tudor domain; 390,000 tested, 4.4% active; O75164; AlphaScreen JMJD2A-Tudor / H3K4me3 peptide binding; Potency, µM (titrated, usually from 114 µM), inactives show top-dose activity change, negative = inhibition, usual class: inhibitors; further: on the % scale 0 is the no-effect control and ±100 the full control effect; nearly all actives have a fitted effect of over 50% in size
# Target sequence (O75164 whole entry, looked up, the tested form may be a part): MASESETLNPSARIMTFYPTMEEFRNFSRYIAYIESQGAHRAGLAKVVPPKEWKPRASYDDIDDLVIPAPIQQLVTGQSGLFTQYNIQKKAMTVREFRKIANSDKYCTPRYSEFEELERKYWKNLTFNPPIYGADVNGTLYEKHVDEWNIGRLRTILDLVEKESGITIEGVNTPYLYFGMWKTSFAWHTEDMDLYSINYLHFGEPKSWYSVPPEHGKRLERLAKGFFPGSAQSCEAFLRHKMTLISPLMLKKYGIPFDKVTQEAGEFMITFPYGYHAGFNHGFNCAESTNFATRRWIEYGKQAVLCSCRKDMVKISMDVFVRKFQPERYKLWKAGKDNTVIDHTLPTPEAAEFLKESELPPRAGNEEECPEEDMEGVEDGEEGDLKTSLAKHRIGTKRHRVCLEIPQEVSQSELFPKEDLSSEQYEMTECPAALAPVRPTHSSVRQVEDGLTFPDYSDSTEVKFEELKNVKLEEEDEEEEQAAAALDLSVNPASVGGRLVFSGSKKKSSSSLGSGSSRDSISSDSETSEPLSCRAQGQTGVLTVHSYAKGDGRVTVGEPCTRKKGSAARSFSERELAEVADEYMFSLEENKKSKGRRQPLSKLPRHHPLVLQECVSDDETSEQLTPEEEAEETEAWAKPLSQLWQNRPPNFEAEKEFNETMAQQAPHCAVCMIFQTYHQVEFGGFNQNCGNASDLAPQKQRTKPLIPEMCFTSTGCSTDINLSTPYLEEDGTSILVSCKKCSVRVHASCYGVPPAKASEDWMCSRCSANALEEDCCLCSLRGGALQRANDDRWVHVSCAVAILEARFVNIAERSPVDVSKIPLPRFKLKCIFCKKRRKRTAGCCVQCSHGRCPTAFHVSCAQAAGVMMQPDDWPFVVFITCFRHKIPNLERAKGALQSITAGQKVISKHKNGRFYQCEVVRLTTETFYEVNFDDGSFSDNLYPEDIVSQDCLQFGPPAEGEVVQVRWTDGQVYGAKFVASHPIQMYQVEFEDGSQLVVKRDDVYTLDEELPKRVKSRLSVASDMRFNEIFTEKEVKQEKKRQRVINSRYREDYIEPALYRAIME
# ERG Ets-DNA blk: ERG Ets/DNA interaction inhibition | 370,000 tested, 0.028% active | AID 624246 | fluorescence polarization, His-ERG Ets domain / labelled DNA | P11308 | Potency, µM (series often up to 76.9 µM), for the others: at the highest dose FP activity, negative = inhibition, usual class: inhibitors; active means well fitted inhibition curve with a large enough effect in the polarisation, with a control signal flat; inconclusive means small, poorly fitted or top-dose-only effect, or effect the other way, or a change in a side signal; inactive means no such curve, though single readings can be large or run the other way; the % refers to the polarisation;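 further: polarization taken with two DNA probes labelled with fluorescein and Texas red; % of control where 0% means no effect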
#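 His-tagged ERG Ets domain (1 uM in the protein solution; 300mM KCl, 50mM Tris-HCl, 1mM EDTA, 1mM DTT, pH 7.5) received compound, then a probe mix of 5 nM fluorescein-DNA and 100nM Texas-615-DNA. Fluorescence polarization was read for both dyes.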
# Starred values were filed as active, the others as inactive; i = inactive; u = inconclusive; x = not tested or not shown; [ ] = remark or other dose. Unless noted, the call rests on the fitted dose curve; in most records, active means well fitted curve in the direction sought with a large enough effect; inconclusive means small, poorly fitted or top-dose-only effect, or another doubt; inactive means no such curve, though single readings can be large; an effect the other way counts as inactive or inconclusive. Potency means the concentration at half of the fitted maximal effect.
SMILES,Pin1 inhibitor,GLS inh,RGS4 inhibitor,rTrxR1 inhibitor,HP1b binding inh,12-LOX inh,Tb PGK inh,JMJD2A Tudor,ERG Ets-DNA blk
COc1ccc(NC(=O)/C=C/c2ccc3c(c2)OCO3)cc1,-5%,1%,-22%,7%,54%[activator],1%,-9%,7%,-6%
COc1ccc(-c2csc(/N=C/N(C)C)n2)cc1OC,-6%,1%,-14%,19%[57.1 µM],-16%,-6%,4%,-9%[57.1 µM],-2%
CC(C)c1nn2c(=O)cc(COC(=O)COc3ccccc3F)nc2s1,-7%,1%,-18%,25%[57.1 µM],55%[activator],-11%,i,-12%,-9%
Cc1nc(SCc2nc3ccc([N+](=O)[O-])cc3[nH]2)c2oc3ccccc3c2n1,5%,2%,9%,41%[57.1 µM],24%,-2%,1%,-35%,x
O=C(NCCCCO)c1ccc2c3c(cccc13)CC2,-1%,-2%,-2%,26%[57.1 µM],32%,0%,-3%,-11%,6%
CCCC12CN3CCN(CC(C3)/C1=N\NC(=O)c1ccccc1N)C2,-1%,-7%,1%,24%[57.1 µM],12%,40%[activator],i,-10%,-1%
CC1(C(=O)O)CCC(C(=O)Nc2ccc(Cl)c(Cl)c2)C1(C)C (stereo not given),-1%,3%,10%,22%,22%,-6%,-2%,-11%,5%
COC(=O)c1sc(NC(=O)COc2c(C)cccc2C)nc1C,1%,1%,-6%,4%[57.1 µM],28%,u,4%,-7%,3%
NC(=O)NC(Cc1ccccc1)c1ccccc1 (stereo not given),-16%,-2%,9%,-15%[57.1 µM],20%,9%,-11%,-7%,-2%
CC(=O)N1CCN(Cc2nc3cc(NC(=O)Cn4nc(C)c5ccccc5c4=O)ccc3n2C)CC1,2%,12%,-63%,-4%,16%,21%,-5%,-8%,7%
CC(=O)SC1CC(=O)C=C2CCC3C4CCC(=O)OC4(C)CCC3C21C (stereo not given),5%,7%,-2%,22%[57.1 µM],19%,14%,i,-16%,9%
Cc1cccc(-c2nc3c(c(SCc4ccccc4Cl)n2)Cc2c(CO)cnc(C)c2O3)c1,0%,0%,2%,-8%,50%[activator],-19%,i,-7%,5%
Cn1c(N)c(C(=O)COC(=O)c2ccc(Br)o2)c(=O)n(C)c1=O,-3%,-3%,-4%,-9%,28%,0%,6%,4%,-15%
CCOCCCn1c(=S)[nH]c2cc(C(=O)NC3CCCCC3C)ccc2c1=O (stereo not given),4%,2%,36%,19%,29%,7%,7%,-3%,0%
CC1CCN(C(=O)COc2ccc(S(=O)(=O)N3CCCC3)cc2)CC1,0%,7%,8%,10%,12%,56%[activator],1%,-4%,-8%
Cc1cnc(C(=O)OCC(=O)N(C)CC(=O)Nc2ccccc2Cl)cn1,1%,0%,35%,-7%,19%,11%,-3%,-16%,-2%
COc1ccc(-c2noc(-c3ccc(N4CCCCC4C)c([N+](=O)[O-])c3)n2)cc1OC (stereo not given),14%,6%,-15%,-8%,48%[activator],-11%,-1%,3%,0%
Cc1cc(C)n(C(=O)/C(C#N)=N\Nc2ccccc2[N+](=O)[O-])n1,-3%,-3%,-9%,14%[57.1 µM],12%,u,i,-7%,-7%
CCc1ccccc1Cn1c(=O)oc2cccnc21,4%,6%,-6%,-8%[57.1 µM],10%,u,5%,1%,-2%
Cc1cccc(-c2nc(=S)c3c(o2)CCCC3)c1,-6%,26%,-42%,u,6%,-17%,-6%,-26%,-3%
O=C(CN1C(=O)CC(c2ccccc2)=Nc2ccccc21)Nc1ccc(Br)cc1,5%,-5%,-6%,17%[57.1 µM],94%[activator],-8%,-1%,-26%,6%
CN(Cc1ccccc1)c1ncnc2c1nnn2C,-8%,3%,15%,0%[57.1 µM],15%,-29%,7%,0%,-2%
Cc1cccc(C)c1OCC(=O)N/N=C/c1ccncc1,6%,3%,8%[11.4 µM],32%,60%[activator],-4%,-1%,-5%,8%
COc1ccc(C)cc1NC(=O)CNC(C)C(=O)Nc1cc(Cl)ccc1Cl (stereo not given),0%,-6%,6%,18%,53%[activator],23%,-8%,4%,10%

# Of the compounds above, these contain bromine.
SMILES,Pin1 inhibitor,GLS inh,RGS4 inhibitor,rTrxR1 inhibitor,HP1b binding inh,12-LOX inh,Tb PGK inh,JMJD2A Tudor,ERG Ets-DNA blk
Cn1c(N)c(C(=O)COC(=O)c2ccc(Br)o2)c(=O)n(C)c1=O,-3%,-3%,-4%,-9%,28%,0%,6%,4%,-15%
O=C(CN1C(=O)CC(c2ccccc2)=Nc2ccccc21)Nc1ccc(Br)cc1,5%,-5%,-6%,17%[57.1 µM],94%[activator],-8%,-1%,-26%,6%

# Following part:
SMILES,Pin1 inhibitor,GLS inh,RGS4 inhibitor,rTrxR1 inhibitor,HP1b binding inh,12-LOX inh,Tb PGK inh,JMJD2A Tudor,ERG Ets-DNA blk
c1coc(-c2nn3c(Cn4nnc5ccccc54)nnc3s2)c1,1%,-12%,-42%,-19%,-25%,0%,-9%,-31%,-1%
Clc1ccc(/C=N/c2c(-c3ccc(Cl)cc3)nc3n2CCS3)cc1,3%,1%,-26%,27%[57.1 µM],-31%,44%[activator],i,u,0%
CCN(CC)CCCNC(=O)C(=O)Nc1ccc2nc3n(c(=O)c2c1)CCCCC3,5%,-4%,-13%,4%,40%[activator],-22%,-5%,8%,-1%
CC1C(=O)N2CCCc3cc(NC(=O)c4ccccc4F)cc1c32 (stereo not given),-11%,-10%,-6%,-11%,14%,-24%,-2%,-10%,-14%
O=C(Cc1n[nH]c(=O)c2ccccc12)Nc1cc(C(F)(F)F)ccc1-n1cncn1,-12%,2%,-9%,0%,14%,u,i,-13%,-8%
Cc1cc(C(=O)CSc2ncccn2)c(C)n1Cc1ccco1,0%,-4%,10%,-2%[57.1 µM],48%[activator],3%,-2%,-11%,0%
O=c1c(=O)n(Cc2c(F)cccc2Cl)ccn1Cc1ccccc1,7%,-2%,4%,20%,1%,-28%,-5%,-27%,-4%
Cc1cccc(C)c1NC(=O)CCS(=O)(=O)c1ccc(Br)cc1,0%,-13%,5%,-17%,23%,x,i,-9%,-8%
Cc1cccc(Oc2ncnc3onc(C)c23)c1,0%,0%,-8%,9%,25%,14%,i,14%,-4%
COc1ccc(S(=O)(=O)Nc2cc(C)on2)cc1,-6%,0%,1%,20%,15%,5%,i,-12%,-6%
COc1cc2c(c(OC)c1OC)-c1ccc(SC)c(=O)cc1C(NC(=O)C(F)(F)F)CC2 (stereo not given),-1%,8%,12%,-4%[11.4 µM],-2%,u,-1%,-30%,3%
CS(=O)(=O)c1ncc(Cl)c(C(=O)N(Cc2ccc(Cl)cc2)Cc2ccco2)n1,1%,4%,u,0.71µM*,7%,-26%,-6%,-35%,3%
CC1(C)Cc2nc3oc4c(=O)n(CC(=O)Nc5cccc(Cl)c5)cnc4c3cc2CO1,17%,4%,-23%,20%[11.4 µM],21%,-16%,i,-7%,-23%
O=C(NC(Cc1c[nH]c2ccccc12)C(=O)O)c1ccc2c(c1)OCO2 (stereo not given),-4%,0%,14%,22%,12%,-20%,x,-16%,12%
COc1ccccc1CN(C)C(=O)CN1CCN(S(=O)(=O)c2ccc3c(c2)OCCCO3)CC1,-6%,-9%,-7%,2%,21%,-2%,-3%,2%,-11%
Cn1c(SCCN2CCCC2)nnc1C1CCN(S(=O)(=O)c2cccc(F)c2)CC1,0%,-3%,-10%,36%[activator][57.1 µM],10%,5%,-4%,3%,7%
NC(=O)NCC12CC3CC(CC(C3)C1)C2,3%,0%,4%,-5%,11%,77%[activator],0%,-5%,-2%
Cc1ccnc(NC(c2ccncc2)c2c(C)[nH]c3ccccc23)c1 (stereo not given),-8%,5%,-5%,u,21%,-22%,i,-16%,-2%
CCCc1ccc(OCc2nc(-c3ccc(NC(=O)c4cccs4)cc3)no2)cc1,-8%,-3%,14%,18%,37%,4%,2%,0%[57.1 µM],-6%
O=[N+]([O-])c1ccccc1Oc1ccccc1Cl,-2%,-4%,7%,9%[57.1 µM],47%[activator],-7%,-5%,9%,14%
Cc1noc2ncnc(Oc3cc(Cl)ccc3Cl)c12,-15%,14%,31%,-8%,39%[activator],-15%,-3%,-5%,-13%
COc1cccc(CNC(=O)C2CCN(S(=O)(=O)c3ccc4c(c3)NC(=O)C(C)S4)CC2)c1 (stereo not given),16%,5%,-17%,22%,31%,-20%,-3%,-9%,14%
COc1ccc2c(c1)CC/C(=C/c1cc(OC)c(OC)c(OC)c1)C2=O,-5%,0%,-3%,29%,29%,19%,0%,-20%,-17%
CCOc1cccc(N2CCN(CCNC(=O)Nc3ccc(C)cc3)CC2)c1C,0%,1%,4%,32%,30%,9%,i,-22%,-14%
O=C(COc1ccccc1)NNc1nc2ccccc2s1,2%,28%,-5%,-2%,50%[activator],u,7%,-13%,13%
CC(=O)Nc1ccc(S(=O)(=O)NCC2CCCO2)cc1 (stereo not given),4%,-20%,16%,18%,-2%,115%[activator],0%,-12%,0%
CC(C)(C)c1ccc(C2SCC(=O)N2c2cccc(C(=O)O)c2)cc1 (stereo not given),-10%,0%,-1%,16%,40%[activator],-1%,1%,-12%,1%
O=C(NC1CCN(Cc2ccccc2)CC1)c1cccc(S(=O)(=O)Nc2cc(C(F)(F)F)ccc2Cl)c1,-4%,20%,20%,-7%,15%,u,24%,-25%,-9%

# Only part of the results is shown; count on the stated rates, not on these rows.
